# Yfh1-depleted yeast: mitochondrial function rescue without frataxin homolog – Friedreich's ataxia, plus single-dose screen, dose response (AID 1465). S. cerevisiae Yfh1-off respiration, WST-1 reduction, 72 h; higher fold induction means a stronger effect. one-dose fold induction at 50 µM; EC50 in µM for titrated hits. actives 0.074% (n = 220,000);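 active = fold induction of absorbance versus untreated yeast above a set limit, then at least 30% activation at any dose in follow-up; inconclusive = repeats straddling the limit, or above it without dose testing; inactive = fold induction below the set limit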;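 note: activators that raise dye reduction in frataxin-depleted yeast; strong numbers were not always called active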
# K1F lysis inhibition: inhibition of K1F phage lysis, E. coli UTI89, bacterial capsule biogenesis inhibitors, alamar blue (AID 488966); E. coli UTI89 K1F phage lysis, alamar blue, 2 h; higher % means a stronger effect; inhibition, % at 100 µM, or IC50 in µM where a hit was titrated; actives 0.02% (n = 340,000);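 active = phage lysis inhibition, versus mean bacterial control, above a set limit; inconclusive = no clear call, values can overlap the other calls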;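 note: capsule biogenesis inhibitors block K1F phage lysis so surviving cells raise fluorescence; higher fluorescence means more inhibition of phage lysis; actives were called in the ten point dose series up to 300 µM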
# West Nile virus CPE: inhibition of WNV-induced cytopathic effect – cell-based, CPE readout (AID 1621); West Nile virus-infected cells, CPE inhibition; higher % means a stronger effect; CPE inhibition, % at 10 µM, or IC50 in µM where a hit was titrated; actives 0.02% (n = 290,000); in the data active = a potency from the dose series; inconclusive = CPE inhibition mostly from about 3.7% at the one dose, without a potency; inactive = the rest, 99 in 100 with CPE inhibition below about 2.2%; note: strong numbers were not always called active
# ER stress rescue: rescue of cells from ER stress-induced death, primary screen, 384-well, CSM14.1, thapsigargin, ATP luminescence (AID 1222); CSM14.1 thapsigargin-induced death rescue, ATP luminescence; higher % means a stronger effect; cellular ATP content (survival), % at 20 µM; hits with a dose series show EC50 in µM; 190,000 tested, under 10 active;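 active = EC50 below 50 µM in the dose-response confirmation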;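 note: death triggered by thapsigargin at about 15 µM added after 2 h compound pretreatment; cell ATP read after overnight thapsigargin exposure of roughly 18 to 22 hours; normalized against plate controls of thapsigargin alone and 5% DMSO vehicle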
# RSV CPE inhibition: inhibition of RSV-induced cytopathic effect – HEp-2 cells, primary 10 µM value included (AID 2391) | actives 0.13% (n = 310,000) | HEp-2 cells, RSV-induced CPE inhibition; higher % means a stronger effect | one-dose CPE inhibition, % at 10 µM; IC50 in µM for titrated hits; in the data active = a potency from the dose series; inconclusive = CPE inhibition mostly from about 23% at the one dose, without a potency; inactive = the rest, 99 in 100 with CPE inhibition below about 21%; note: strong numbers were not always called active
# NS5 inhibitors: flavivirus cap methylation enzyme inhibition – biochemical, confirmation dose response, primary screen (AID 588689); Dengue-2 NS5 methyltransferase capping enzyme assay, biochemical; higher % means a stronger effect; inhibition, % at 25 µM, or IC50 in µM where a hit was titrated; actives 0.3% (n = 340,000); in the data active = a potency from the dose series; inconclusive = inhibition above about 29% without an active follow-up result
# XIAP antagonists: XIAP antagonists, biochemical, IAP family, fluorescence polarization (AID 1018). XIAP BIR domain, fluorescence polarization peptide displacement; higher % means a stronger effect. actives 0.007% (n = 200,000). one-dose displacement, % at 20 µM; IC50 in µM for titrated hits; in the data active = displacement above about 50%; note: a part of the inactive calls stands beside numbers as strong as those of hits
# SV40 large T antigen: TAg ATPase/helicase activity blockers – biochemical (AID 1903) | inhibition, % at 20 µM, or IC50 in µM where a hit was titrated | SV40 large T antigen ATPase/helicase inhibition assay; higher % means a stronger effect | actives 0.39% (n = 310,000); in the data active = a potency from the dose series; inconclusive = inhibition mostly from about 32% at the one dose, without a potency; inactive = the rest, 99 in 100 with inhibition below about 32%; note: strong numbers were not always called active
# WT yeast gro inh: growth inhibition of WT yeast, mitochondrial fusion screen. actives 2.1% (n = 190,000). inhibition, % at 10 µM. AID 1362. mitochondrial fusion phenotypic screen, WT strain; in the data active = inhibition above about 58%; tested in S. cerevisiae
# WT yeast gro inh mutant strain: recorded beside WT yeast gro inh, whose call it bears; inhibition, %; mitochondrial fusion phenotypic screen, mutant strain inhibition
# NS5 inhibitors pilot replicate: also measured in NS5 inhibitors; calls as there; inhibition, %; measured here: pilot screen replicate inhibition
# * hit, by the source's call; i = inactive; ? = inconclusive; · = not tested or not shown; [ ] = dose if it differs, or a comment.
SMILES,Yfh1-depleted yeast,K1F lysis inhibition,West Nile virus CPE,ER stress rescue,RSV CPE inhibition,NS5 inhibitors,XIAP antagonists,SV40 large T antigen,WT yeast gro inh,WT yeast gro inh mutant strain,others
NC(=S)NNC(=O)/C(=C/c1ccc(Br)cc1)NC(=O)c1ccccc1,i,-0.3%,-0.8%,-1.2%,1.4%,11%,-9.8%,11%,-14,2,
CC(NC(=O)CN1CCN(c2ccccc2F)CC1)c1ccccc1 (stereo unspecified),·,0.0%,0.0%,·,2.0%,-4%,·,12%,·,·,
CCOC(=O)N1CCN(C(=O)C2CCN(C(=O)c3cc(OC)cc(OC)c3)CC2)CC1,i,0.1%,-0.2%,-0.9%,0.9%,-5%,-7.1%,-4%,20,5,
CCC(Sc1nc(=O)cc(N)n1CCc1ccccc1)C(=O)Nc1cc(C)on1 (stereo unspecified),i,1.1%,0.1%,·,0.4%,1%,0.3%,8%,4,0,
COc1ccc(O)c(CN2CCC(n3nccc3NC(=O)C3CCCC3)CC2)c1,·,0.2%,-0.2%,·,0.6%,-1%,·,13%,·,·,
O=C(NCCN1CCOCC1)c1cc2ccccc2[nH]1,i,0.8%,0.4%,-1.7%,1.4%,-1%,-5.1%,0%,-8,4,
COc1cc(/C=N/NC(=O)CCc2n[nH]c(=O)[nH]c2=O)cc(OC)c1OC,i,6.1%,0.3%,-0.8%,0.8%,4%,-5.5%,12%,-10,3,
CCc1nnc(NC(=O)CSc2nc(-c3ccccc3)cc(-c3ccc(OC)cc3)c2C#N)s1,i,2.6%,-0.3%,-3.2%,0.7%,-4%,-0.8%,10%,-4,0,
COc1cccc(/C=C2\SC(=S)N(CCC(=O)N3CCCCC3CCO)C2=O)c1 (stereo unspecified),·,0.1%,?,·,?,11%,·,9%,·,·,
N#CCCN(C(=O)COC(=O)c1cccc(S(=O)(=O)N2CCCC2)c1)c1ccc(F)cc1,·,0.1%,-0.1%,·,0.2%,-11%,·,5%,·,·,
Cc1cnn(CCC(=O)NNC(=S)Nc2ccc(F)cc2)c1,i,0.2%,0.2%,0.1%,-0.3%,0%,-4.0%,19%,-2,-18,
CN(C)S(=O)(=O)c1cc(NC(=O)COC(=O)C2COc3ccccc3O2)ccc1Cl (stereo unspecified),i,0.1%,-0.4%,0.2%,0.9%,-4%,-2.8%,5%,-8,-13,
O=C1N[C@@H](Cc2ccccc2)C(=O)N2[C@@H]3N(S(=O)(=O)c4ccccc4)c4ccccc4[C@]3(Br)C[C@@H]12,i,0.6%,-0.3%,·,16%,-6%,·,16%,·,·,
Cc1cccc(C)c1NC(=O)c1cc(S(=O)(=O)N2CCc3ccccc32)cn1C,·,1.5%,-0.8%,·,2.5%,1%,·,4%,·,·,
Cn1c(CSCc2ccccc2)n[nH]c1=S,i,1.4%[50 µM],-0.6%,-1.4%,0.8%,1%,-1.9%,9%,-8,-5,
Cc1ccccc1NC(=O)NCCc1ccc(Cl)cc1,i,0.1%,-0.6%,-1.6%,1.8%,-1%,-2.6%,9%,8,-1,
CCn1cc(C(=O)O)c(=O)c2cc(F)c(N3CCN(S(=O)(=O)c4ccc(Br)cc4)CC3)cc21,i,·,-0.4%,-1.0%,?,·,-1.5%,1%,-15,-19,
CCc1nc(N)c(C#N)c(-c2ccncc2)c1C,i,0.2%,-0.1%,1.7%,4.8%,-1%,-18%,9%,-28,2,
C[C@H](NC(=O)c1nc[nH]c1C(=O)N[C@@H](CCCCNC(=O)OC(C)(C)C)C(=O)OC(C)(C)C)C(=O)OCc1ccccc1,·,-0.8%,-0.5%,·,-0.5%,-4%,·,8%,·,·,
CCN(CC)S(=O)(=O)c1cccc(-c2nnc(SC(C)C(=O)NCCC3=CCCCC3)o2)c1 (stereo unspecified),i,0.0%,-0.3%,·,?,2%,·,4%,-6,-20,NS5 inhibitors pilot replicate=4.2
Cc1nnc(SCC(=O)N2CCCCCC2)n(N)c1=O,i,0.1%,0.5%,·,-0.6%,-6%,-12%,8%,0,-11,
CCOc1ccccc1OCC(=O)Nc1nnc(C)s1,i,0.2%,-0.5%,-2.2%,-0.1%,-4%,-2.9%,-12%,9,2,
O=C(NCCCN1CCCC1=O)C1CCN(S(=O)(=O)N2CCOCC2)CC1,i,-0.4%,0.1%,-2.6%,·,1%,-0.2%,3%,7,7,
Cc1ccc(/C=C/c2ccc(=O)n(Cc3ccc(F)cc3)n2)cc1,i,-0.3%,0.1%,2.7%,?,-2%,-1.6%,0%,2,7,
COc1ccc(-c2nnc(NC(=O)C(C)C)s2)c(OC)c1,·,0.2%,·,-0.2%,1.5%,-1%,0.4%,11%,18,6,

# More records follow.
SMILES,Yfh1-depleted yeast,K1F lysis inhibition,West Nile virus CPE,ER stress rescue,RSV CPE inhibition,NS5 inhibitors,XIAP antagonists,SV40 large T antigen,WT yeast gro inh,WT yeast gro inh mutant strain,others
COC(=O)c1c(C(=O)OC)c(-c2ccc(OC)cc2)n2c1CCC2,·,0.3%,-0.8%,·,7.1%,1%,·,18%,·,·,
O=C(O)CSCC(=O)N1CCCN(c2nc3ccc(Cl)cc3s2)CC1,i,0.2%,0.0%,·,2.8%,2%,·,10%,·,·,
C=CCn1c2ccccc2c2nnc(SCC(=O)Nc3cc(C)on3)nc21,i,3.6%[50 µM],-0.3%,-1.0%,1.9%,-1%,-7.8%,13%,-11,8,
COc1ccc(OC)c(-c2csc(N3CCC(c4ccccc4)CC3)n2)c1,i,0.3%,-0.1%,-0.4%,1.7%,-4%,-8.8%,14%,3,1,
Cc1ccc(S(C)(=O)=O)cc1C(=O)N1CC(C(N)=O)Oc2ccccc21 (stereo unspecified),·,-0.1%,-0.2%,·,0.8%,2%,·,9%,·,·,
O=C(Nc1cc2c3c(c1)CC(=O)N3CCC2)c1c(F)cccc1F,·,1.4%[50 µM],·,·,-2.0%,4%,·,10%,·,·,
CCCCNC(=O)c1cn(CC(C)C)c(=O)c2c1c1ccccc1n2C,·,0.0%,-0.6%,·,0.5%,-2%,·,4%,·,·,
Cc1noc(C)c1S(=O)(=O)N1CCCC1C(=O)NC(C)(C)C (stereo unspecified),·,0.7%,0.3%,·,1.0%,-3%,·,-1%,·,·,
CCN(CC)C(=O)CSc1nnc(-c2ccc(F)cc2)n1N,i,2.4%,-0.2%,-1.8%,1.9%,-6%,-4.4%,9%,0,-13,
O=C(CN1C(=O)c2cccc3cccc(c23)C1=O)N1CCN(c2ccccn2)CC1,i,1.6%,-0.1%,-2.8%,2.1%,·,-8.1%,6%,6,5,
Cc1ccc(N(CC(=O)NCc2ccc(F)cc2)S(=O)(=O)c2c(C)nn(C)c2C)cc1,·,-0.3%,0.1%,·,-1.3%,-9%,·,7%,·,·,
O=C(/C=C/c1ccc(OC2CSC2)cc1)c1ccc(Cl)cc1,i,0.4%[50 µM],-1.3%,-0.6%,4.0%,-7%,-3.4%,7%,2,9,
Cc1cc(C)nc(-n2ncc(C#N)c2N)n1,i,0.1%,-0.2%,0.7%,3.9%,11%,-2.5%,13%,1,10,
Cc1nn(-c2ccccc2)c(C)c1/C=N/NC(=O)CSc1nnc(SCc2ccccc2Cl)s1,?,3.5%,-1.6%,33%,11%,-1%,-7.8%,3%,16,-5,
Cn1c(=O)cc(-c2ccccc2)c2ccccc21,i,0.9%,1.0%,·,3.5%,-9%,1.3%,-1%,9,-6,NS5 inhibitors pilot replicate=-5.8
O=C(Cc1cccs1)N(CC1CCCO1)C1(C(=O)NC2CCCC2)CCCCC1 (stereo unspecified),i,0.1%,-0.9%,-1.6%,0.8%,1%,-6.7%,0%,-9,-17,
CN1CCN(c2ccc(-c3ccc4ccccc4n3)cc2)CC1,i,0.4%,0.0%,-3.8%,·,-3%,-3.4%,-9%,73*,65*,
O=C(c1ccco1)N1CCN(C(=O)c2cnn3c(C(F)(F)F)cc(-c4cccs4)nc23)CC1,i,2.5%[50 µM],1.9%,0.1%,-0.8%,-3%,0.8%,5%,-1,15,
COc1ccccc1-n1c(SCC(N)=O)nc2c(c1=O)SCC2,i,0.4%,0.0%,2.6%,0.5%,-1%,-5.0%,2%,2,-7,
CCCc1ccc(OCc2ccc(C(=O)N3CCN(c4ccccn4)CC3)o2)c(OC)c1,i,0.5%,1.1%,·,2.5%,-5%,-5.3%,3%,33,25,
CSc1ccccc1NC(=O)c1ccccc1,i,0.7%,·,-0.9%,1.4%,-1%,-4.5%,1%,-7,-7,
NC(=O)c1ncc(C(F)(F)F)cc1Oc1ccc(C(F)(F)F)cc1,i,0.3%,-0.1%,-2.4%,6.2%,-6%,-10%,6%,9,22,
CNCC(O)CN(c1ccccc1)c1ccccc1 (stereo unspecified),i,0.6%,-0.2%,-1.6%,-0.6%,-1%,-6.5%,3%,13,-4,
COc1ccc(/C=C(/NC(=O)c2ccco2)C(=O)N2CCOCC2)cc1,·,-0.2%,0.0%,·,0.1%,-7%,·,2%,·,·,
O=C(COC(=O)C1COc2ccccc2O1)Nc1cccc(S(=O)(=O)N2CCCCC2)c1 (stereo unspecified),i,1.1%,-1.2%,-0.2%,0.4%,-6%,-2.6%,11%,17,-9,
Oc1ccc(C2N=C(c3ccccc3)NC(c3ccccc3)=N2)cc1,·,-1.2%,·,5.1%,-0.1%,4%,-0.6%,8%,10,8,
Cc1ccc2[nH]c(=O)c(C(c3nnnn3C3CCCC3)N3CCCc4ccccc43)cc2c1 (stereo unspecified),i,0.2%,0.0%,0.4%,4.1%,8%,-4.7%,12%,0,-25,
COc1ccc(N2C(=O)CS/C2=C\[N+](=O)[O-])cc1,i,0.6%,0.0%,-0.6%,1.8%,18%,-3.5%,3%,10,28,
CCOC(=O)c1sc2nc(C)nc(NCc3ccccc3)c2c1C,·,0.3%,-1.5%,·,2.4%,-5%,·,9%,·,·,
Clc1ccc(SCNc2ccccc2Cl)cc1,i,0.1%,0.0%,·,0.3%,-10%,·,1%,·,·,

# 3 records picked at random from those above, as already listed:
SMILES,Yfh1-depleted yeast,K1F lysis inhibition,West Nile virus CPE,ER stress rescue,RSV CPE inhibition,NS5 inhibitors,XIAP antagonists,SV40 large T antigen,WT yeast gro inh,WT yeast gro inh mutant strain,others
CCCc1ccc(OCc2ccc(C(=O)N3CCN(c4ccccn4)CC3)o2)c(OC)c1,i,0.5%,1.1%,·,2.5%,-5%,-5.3%,3%,33,25,
Cc1ccc(N(CC(=O)NCc2ccc(F)cc2)S(=O)(=O)c2c(C)nn(C)c2C)cc1,·,-0.3%,0.1%,·,-1.3%,-9%,·,7%,·,·,
CSc1ccccc1NC(=O)c1ccccc1,i,0.7%,·,-0.9%,1.4%,-1%,-4.5%,1%,-7,-7,

# Screens (PubChem BioAssay)
